Source: PubChem BioAssay (Sanford-Burnham Center for Chemical Genomics)
PfGluPho inh = PfG6PD enzyme inhibitors, primary screen, biochemical, fluorescence intensity, uHTS; glucose-6-phosphate dehydrogenase-6-phosphogluconolactonase (Plasmodium falciparum 3D7); PfGluPho enzyme, NADPH resazurin-diaphorase fluorescence; inhibition, % at 20 µM; actives 0.78% (n = 350,000);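 active = inhibition reaching at least a set limit at 20 µM in the primary screen, cut at about 59% in these data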;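 note: 0% = DMSO wells with substrate and 100% = DMSO wells lacking glucose-6-phosphate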
MIN6 prolif = inducers of MIN6 beta-cell proliferation, primary screen, ATP luminescence, uHTS; AID 2380, 2010; actives 0.29% (n = 330,000); proliferation, % at 10 µM; MIN6 cells proliferation, ATPlite luminescence, 48 h; cells starved in 0.2% serum; 100% = growth in 10% serum;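 active = compounds whose signal lies at least 3.5 SD above the mean of all wells on their plate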;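 note: 0% = DMSO-treated cells in low-serum medium and 100% = 10% serum control; some compounds called inactive have numbers as strong as hits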
HKDC1 inh = HKDC1 hexokinase inhibitors, primary screen, biochemical, fluorescence, uHTS; inhibition, % at 20 µM; Q2TB90; AID 493160, 2011; recombinant HKDC1, G6PDH/diaphorase resazurin coupled fluorescence; actives 0.16% (n = 340,000);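 active = inhibition above about 35% when tested at 20 µM, limit read from the data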;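 note: plate controls were DMSO wells with enzyme for no effect and DMSO wells lacking enzyme for full effect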
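Incubation: 90 min at room temperature in dark / Material: recombinant HKDC1 (HK5) hexokinase enzyme, produced in-house / Quantity: enzyme 5 µg/mL final / Compound: one dose of 20 µM, 1% DMSO / Reagent: glucose and ATP substrates / Buffer or medium: Tris pH 8.0 buffer with MgCl2, Tween-20, BSA, BME / Technique: resorufin fluorescence at 613 nm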
SENP8 block-1 = human SENP8 protease inhibitors, primary screen, biochemical, fluorescence, Nedd8 protein substrate, uHTS. recombinant SENP8. AID 602440, 2012. Sentrin-specific protease 8 (Homo sapiens), Q96LD8. inhibition, % at 20 µM. actives 0.64% (n = 360,000); in the data active = inhibition mostly above about 40%, no sharp cut-off; inactive = mostly below about 27%
Target sequence (Q96LD8 whole entry, looked up): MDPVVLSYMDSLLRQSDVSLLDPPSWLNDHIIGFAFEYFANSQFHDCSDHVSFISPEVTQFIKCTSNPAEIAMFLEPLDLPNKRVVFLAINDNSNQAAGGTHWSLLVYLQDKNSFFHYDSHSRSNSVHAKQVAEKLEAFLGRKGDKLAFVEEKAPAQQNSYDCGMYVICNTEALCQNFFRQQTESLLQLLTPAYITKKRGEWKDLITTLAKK
SENP1 inh = human SENP1 catalytic domain inhibitors, primary screen, biochemical, FRET, uHTS; Sentrin-specific protease 1 (Homo sapiens), Q9P0U3; recombinant SENP1 catalytic domain, CyPet-SUMO1-YPet FRET cleavage; inhibition, % at 10 µM; actives 0.21% (n = 360,000);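 active = inhibition at least 30% at 10 µM, raw YFP signal under a set limit, fluorescence ratio 0.5 to 1.5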;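 note: 0% = enzyme with DMSO and 100% = no enzyme wells; some results filed as inactive read as strong as hits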
Target sequence (Q9P0U3 419-644 limits assumed): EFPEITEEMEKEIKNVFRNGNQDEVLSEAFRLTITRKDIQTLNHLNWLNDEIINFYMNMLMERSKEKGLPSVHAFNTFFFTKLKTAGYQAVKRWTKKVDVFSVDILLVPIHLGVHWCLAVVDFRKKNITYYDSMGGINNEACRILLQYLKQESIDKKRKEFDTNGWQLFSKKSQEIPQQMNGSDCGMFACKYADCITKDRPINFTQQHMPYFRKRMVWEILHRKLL
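Assay system – human recombinant His6-tagged SENP1 catalytic domain enzyme · Input – SENP1 enzyme, 20 pM final · Buffer or medium – Tris pH 8 buffer plus EDTA, NaCl, BME, BSA, NP40, catalase · Schedule – 50 min reaction at room temperature · Technique – FRET read of cyan and yellow fluorescence · Control set – no-enzyme wells low, DMSO-plus-enzyme wells high control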
SENP8 block-2 = SENP8 protease inhibitors, primary screen, biochemical, luminescence; Sentrin-specific protease 8 (Homo sapiens), Q96LD8; purified SENP8, Z-RLRGG-aminoluciferin cleavage; inhibition, % at 10 µM; actives 1.2% (n = 330,000); AID 2540, 2010; in the data active = inhibition above about 50%
UBC13 inh = UBC13 polyubiquitin chain formation inhibitors, primary screen, biochemical, TR-FRET, uHTS; Ubiquitin-conjugating enzyme E2 N (Homo sapiens), P61088; actives 0.47% (n = 330,000); inhibition, % at 20 µM; in the data active = inhibition above about 45%, passing the limit was not always enough
Target sequence (P61088 whole entry, looked up): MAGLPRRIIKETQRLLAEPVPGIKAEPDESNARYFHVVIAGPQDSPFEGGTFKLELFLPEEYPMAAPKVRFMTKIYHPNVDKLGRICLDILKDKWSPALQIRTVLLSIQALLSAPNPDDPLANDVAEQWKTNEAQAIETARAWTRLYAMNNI
SENP6 inh = SENP6 protease inhibitors, primary screen, biochemical, luminescence, uHTS; actives 1.8% (n = 330,000); inhibition, % at 10 µM; Recombinant SENP6 catalytic domain, aminoluciferin luminescence; Sentrin-specific protease 6 (Homo sapiens), Q9GZR1; AID 2599, 2010;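 active = inhibition above about 50% at the single tested dose, limit read from the data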;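 note: plate controls were DMSO wells with enzyme for no effect and DMSO wells lacking enzyme for full effect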
Target sequence (Q9GZR1 628-1112 limits assumed): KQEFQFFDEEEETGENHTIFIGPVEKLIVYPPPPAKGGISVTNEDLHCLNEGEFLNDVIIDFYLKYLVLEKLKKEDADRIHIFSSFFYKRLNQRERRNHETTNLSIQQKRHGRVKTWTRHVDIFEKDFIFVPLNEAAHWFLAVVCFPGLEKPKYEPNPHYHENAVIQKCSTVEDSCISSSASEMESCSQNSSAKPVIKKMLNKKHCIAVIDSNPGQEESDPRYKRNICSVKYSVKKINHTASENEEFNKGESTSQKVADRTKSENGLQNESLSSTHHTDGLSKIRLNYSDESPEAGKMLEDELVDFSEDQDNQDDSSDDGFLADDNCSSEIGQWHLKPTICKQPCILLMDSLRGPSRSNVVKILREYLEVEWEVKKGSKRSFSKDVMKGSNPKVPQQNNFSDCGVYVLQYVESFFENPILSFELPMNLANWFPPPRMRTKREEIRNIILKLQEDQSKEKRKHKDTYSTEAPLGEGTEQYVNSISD
SENP7 inh = SENP7 protease inhibitors, primary screen, biochemical, luminescence, uHTS; Sentrin-specific protease 7 (Homo sapiens), Q9BQF6; recombinant SENP7, Z-RLRGG-aminoluciferin luminescence, 40 min; inhibition, % at 5 µM; actives 1.5% (n = 330,000); AID 434973, 2010;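 active = inhibition above about 50% at the single test dose, limit read from the data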;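 note: plate controls were DMSO with enzyme for no effect and no enzyme buffer wells for full effect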
Numbers without * were called inactive.

Results for Cc1snc(SCc2c(F)cccc2Cl)c1C#N ?
PfGluPho inh: -13; MIN6 prolif: -5; HKDC1 inh: 1; SENP8 block-1: 14; SENP1 inh: 1; SENP8 block-2: 2; UBC13 inh: 8; SENP6 inh: -19; SENP7 inh: -5

How did Cc1ccc(C(=O)NNC(=O)c2ccc(SCC3CCCO3)c([N+](=O)[O-])c2)cc1 (stereo not drawn) do in these assays?
PfGluPho inh: -15; MIN6 prolif: 3; HKDC1 inh: 8; SENP8 block-1: 9; SENP1 inh: 1; SENP8 block-2: -3; UBC13 inh: 4; SENP6 inh: 0; SENP7 inh: 4

How did CCN1C(=NCCOC)N[C@@H](c2cccc(F)c2)C(C(=O)OC)=C1C do in these assays?
PfGluPho inh: 2; MIN6 prolif: -1; HKDC1 inh: -5; SENP8 block-1: -2; SENP1 inh: -2; SENP8 block-2: 4; UBC13 inh: -1; SENP6 inh: -7; SENP7 inh: 1

What do the screens show for `CC(C)C(=O)Nc1ccc(Br)cc1Cl`?
PfGluPho inh: -8; MIN6 prolif: 0; HKDC1 inh: -2; SENP8 block-1: 13; SENP1 inh: 2; SENP8 block-2: -1; UBC13 inh: -10; SENP6 inh: -6; SENP7 inh: -12

How did COc1ccc(CN2C(=O)c3cccnc3C2Nc2ccc(C)cc2)cc1 (stereo not drawn) do in these assays?
PfGluPho inh: -5; MIN6 prolif: -1; HKDC1 inh: 0; SENP8 block-1: 12; SENP1 inh: -3; SENP8 block-2: 0; UBC13 inh: 2; SENP6 inh: -1; SENP7 inh: -1

How did Cc1cccc(NC(=O)c2ccc([N+](=O)[O-])o2)c1C do in these assays?
PfGluPho inh: 2; MIN6 prolif: 0; HKDC1 inh: 0; SENP8 block-1: 32; SENP1 inh: -1; SENP8 block-2: 2; UBC13 inh: 3; SENP6 inh: 18; SENP7 inh: 14

What do the screens show for `CC(C)N1CCN(Cc2coc3ccccc3c2=O)CC1CCO` (stereo not drawn)?
PfGluPho inh: 16; MIN6 prolif: 2; HKDC1 inh: -10; SENP8 block-1: 1; SENP1 inh: -2; SENP8 block-2: 3; UBC13 inh: -3; SENP6 inh: 8; SENP7 inh: 7

What do the screens show for `O=C(COC(=O)c1cccnc1Cl)NC(=O)c1ccc(OC(F)F)cc1`?
PfGluPho inh: 7; MIN6 prolif: 0; HKDC1 inh: 1; SENP8 block-1: 2; SENP1 inh: 0; SENP8 block-2: 2; UBC13 inh: 13; SENP6 inh: -17; SENP7 inh: -8

How did COc1ccc(C(=O)Nc2ccc(C(=O)OCC(=O)c3ccccc3)cc2)cc1 do in these assays?
PfGluPho inh: -1; MIN6 prolif: -2; HKDC1 inh: -1; SENP8 block-1: 19; SENP1 inh: 2; SENP8 block-2: -7; UBC13 inh: -2; SENP6 inh: 2; SENP7 inh: 6

What do the screens show for `CSc1nnc(-c2ccco2)n1-c1ccccc1`?
PfGluPho inh: -6; MIN6 prolif: -2; HKDC1 inh: 5; SENP8 block-1: 10; SENP1 inh: 0; SENP8 block-2: -2; UBC13 inh: 7; SENP6 inh: -22; SENP7 inh: -6

How did CN(C)c1ncnc2[nH]ncc12 do in these assays?
PfGluPho inh: -26; HKDC1 inh: 9; SENP8 block-1: 1; SENP1 inh: 2

Results for Cc1ccc(N2CC(C(=O)NC3CC3)CC2=O)cc1 (stereo not drawn) ?
PfGluPho inh: -3; MIN6 prolif: 0; HKDC1 inh: -5; SENP8 block-1: 9; SENP1 inh: 3; SENP8 block-2: 0; UBC13 inh: 3; SENP6 inh: 0; SENP7 inh: 4

What do the screens show for `Cc1cc(C(=O)N2CCN(c3ncccn3)CC2)nn1C`?
PfGluPho inh: -19; MIN6 prolif: -2; HKDC1 inh: -1; SENP8 block-1: -6; SENP1 inh: 1; SENP8 block-2: 3; UBC13 inh: -2; SENP6 inh: -3; SENP7 inh: 0

Results for Nc1cc(C(=O)OCC(=O)NC(c2ccccc2)c2ccccc2)ccc1Cl ?
PfGluPho inh: 0; MIN6 prolif: -1; HKDC1 inh: -4; SENP8 block-1: -422; SENP1 inh: -1; SENP8 block-2: -3; UBC13 inh: 2; SENP6 inh: -4; SENP7 inh: 6

How did CCN(CC)CCn1c(N)cc(=O)[nH]c1=O do in these assays?
PfGluPho inh: -5; MIN6 prolif: 1; HKDC1 inh: -7; SENP8 block-1: 8; SENP1 inh: 1; SENP8 block-2: 6; UBC13 inh: -1; SENP6 inh: 8; SENP7 inh: 10

Results for CC(C)Sc1nc2c(c(=O)n(C)c(=O)n2C)n1Cc1ccc(Cl)cc1 ?
PfGluPho inh: -5; MIN6 prolif: -1; HKDC1 inh: 5; SENP8 block-1: 23; SENP1 inh: 1; SENP8 block-2: -6; UBC13 inh: 12; SENP6 inh: -18; SENP7 inh: -6

Results for O=C(/C=C/c1ccco1)Nc1ccccc1N1CCCC1 ?
PfGluPho inh: 22; MIN6 prolif: -1; HKDC1 inh: -17; SENP8 block-1: 9; SENP1 inh: -8; SENP8 block-2: -2; UBC13 inh: -4; SENP6 inh: -14; SENP7 inh: 2

Results for Cn1nc(C(=O)NNC(=O)CCc2ccccc2Cl)c2ccccc2c1=O ?
PfGluPho inh: -1; MIN6 prolif: 0; HKDC1 inh: 6; SENP8 block-1: 14; SENP1 inh: 2; SENP8 block-2: -1; UBC13 inh: -8; SENP6 inh: 2; SENP7 inh: -1

How did CCCNS(=O)(=O)c1ccc2c(c1)CCCN2C(C)=O do in these assays?
PfGluPho inh: -6; MIN6 prolif: -2; HKDC1 inh: -3; SENP8 block-1: 8; SENP1 inh: 1; SENP8 block-2: 2; UBC13 inh: 9; SENP6 inh: -3; SENP7 inh: -2

How did COc1cc(CNc2ccccc2Oc2cc(=O)n(C)c(=O)n2C)cc(OC)c1OC do in these assays?
PfGluPho inh: -10; MIN6 prolif: 3; HKDC1 inh: 1; SENP8 block-1: 24; SENP1 inh: 0; SENP8 block-2: -6; UBC13 inh: -2; SENP6 inh: -7; SENP7 inh: -4

Results for S=c1[nH]c2ccccc2n1CCOc1ccccc1 ?
PfGluPho inh: 37; MIN6 prolif: 0; HKDC1 inh: -2; SENP8 block-1: 16; SENP1 inh: -1; SENP8 block-2: -11; UBC13 inh: -3; SENP6 inh: -11; SENP7 inh: -16

Results for CCCC(CCC(=O)Nc1cc([N+](=O)[O-])ccc1O)C(=O)O (stereo not drawn) ?
PfGluPho inh: -29; MIN6 prolif: -1; HKDC1 inh: 8; SENP8 block-1: 18; SENP1 inh: -1; SENP8 block-2: -10; UBC13 inh: -24; SENP6 inh: 7; SENP7 inh: -4

Results for Cc1ccc(CSCC(=O)N/N=C/c2ccc(OCC(=O)Nc3ccc(C)cc3)cc2)cc1 ?
PfGluPho inh: 4; MIN6 prolif: -5; HKDC1 inh: -3; SENP8 block-1: 7; SENP1 inh: -6; SENP8 block-2: -11; UBC13 inh: -12; SENP6 inh: -20; SENP7 inh: -4

Results for CN(C)Cc1nc2ccccc2c(=O)n1Cc1nc(-c2cccc([N+](=O)[O-])c2)cs1 ?
PfGluPho inh: 12; MIN6 prolif: -5; HKDC1 inh: -1; SENP8 block-1: 23; SENP1 inh: 1; SENP8 block-2: 1; UBC13 inh: 0; SENP6 inh: 15; SENP7 inh: 5

Results for N#Cc1c(N)n(C2OC(CO)C(O)C2O)c2ncnc(N)c12 (stereo not drawn) ?
PfGluPho inh: 15; HKDC1 inh: 0; SENP8 block-1: 9; SENP1 inh: 0

What do the screens show for `Cc1ccc(C(=O)N/C(=C\c2ccco2)C(=O)N2CCOCC2)cc1C`?
PfGluPho inh: 13; MIN6 prolif: 3; HKDC1 inh: -4; SENP8 block-1: -12; SENP1 inh: -14; SENP8 block-2: -13; UBC13 inh: -5; SENP6 inh: -15; SENP7 inh: -8

What do the screens show for `O=S(=O)(Nc1nc2ccccc2nc1Cl)c1ccc2ccccc2c1`?
PfGluPho inh: -3; MIN6 prolif: -3; HKDC1 inh: -9; SENP8 block-1: -154; SENP1 inh: -12; SENP8 block-2: -13; UBC13 inh: -24; SENP6 inh: -3; SENP7 inh: 1

How did CCOCCn1c(C(C)O)nc2ccccc21 (stereo not drawn) do in these assays?
PfGluPho inh: -2; MIN6 prolif: -1; HKDC1 inh: 4; SENP8 block-1: 14; SENP1 inh: 0; SENP8 block-2: 5; UBC13 inh: 8; SENP6 inh: 11; SENP7 inh: 5

What do the screens show for `O=C(Nc1ccc(N2CCCC2)cc1)c1cc(Cl)ccc1Cl`?
PfGluPho inh: 24; MIN6 prolif: 1; HKDC1 inh: 2; SENP8 block-1: 0; SENP1 inh: -1; SENP8 block-2: -19; UBC13 inh: -4; SENP6 inh: -14; SENP7 inh: -4

What do the screens show for `Cc1ccc(C(C(=O)NCC2CCCO2)N(C(=O)c2snc(C(N)=O)c2N)c2ccc(C(C)C)cc2)o1` (stereo not drawn)?
PfGluPho inh: 7; MIN6 prolif: 2; HKDC1 inh: -1; SENP8 block-1: -319; SENP1 inh: -27; SENP8 block-2: 2; UBC13 inh: 46*; SENP6 inh: -10; SENP7 inh: 9

What do the screens show for `CCCOc1ccc(Cc2c(Cl)nc(SC)nc2NC)cc1`?
PfGluPho inh: 18; MIN6 prolif: -6; HKDC1 inh: -1; SENP8 block-1: 5; SENP1 inh: -1; SENP8 block-2: 1; UBC13 inh: 2; SENP6 inh: -8; SENP7 inh: -1

How did Cn1ncc(Br)c1NC(=O)c1ccco1 do in these assays?
PfGluPho inh: -5; MIN6 prolif: -2; HKDC1 inh: 2; SENP8 block-1: 11; SENP1 inh: 1; SENP8 block-2: -5; UBC13 inh: -1; SENP6 inh: -16; SENP7 inh: -9

How did Cc1nc(-c2cccc(S(=O)(=O)N3CCCCCC3)c2)cs1 do in these assays?
PfGluPho inh: -14; MIN6 prolif: -3; HKDC1 inh: -1; SENP8 block-1: 26; SENP1 inh: 0; SENP8 block-2: 6; UBC13 inh: -2; SENP6 inh: 12; SENP7 inh: 0

What do the screens show for `Cc1ccc(NC2(C#N)CCCC2)cc1`?
PfGluPho inh: 2; HKDC1 inh: -1; SENP8 block-1: 10; SENP1 inh: 2

What do the screens show for `Cc1ccc(C2=Nc3c(ccc4ccccc34)C(c3ccncc3)=NN2)cc1`?
PfGluPho inh: 9; HKDC1 inh: 17; SENP8 block-1: -6; SENP1 inh: -12

2 entries drawn at random from the list so far, as already listed:
What do the screens show for `Cc1ccc(C2=Nc3c(ccc4ccccc34)C(c3ccncc3)=NN2)cc1`?
PfGluPho inh: 9; HKDC1 inh: 17; SENP8 block-1: -6; SENP1 inh: -12

What do the screens show for `Cc1ccc(NC2(C#N)CCCC2)cc1`?
PfGluPho inh: 2; HKDC1 inh: -1; SENP8 block-1: 10; SENP1 inh: 2
